# SNCA expr inhib – Primary qHTS assay for inhibitors of alpha-synuclein gene (SNCA) expression | HEK-293 SNCA-luciferase knock-in, luminescence, 24 h | Potency, µM (top dose mostly 57.2 µM), for the others: at the top dose activity change, negative = inhibition, usual class: inhibitors | AID 1671194, 2021 | actives 0.17% (n = 140,000);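 further: potency means the concentration at half of the fitted maximal effect; plate controls were DMSO cells for no effect and cell-free wells for full effect; nearly all actives have a fitted effect of over 45% in size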
# 3T3 cytotox – Cytotoxic Profiling in NIH 3T3 Cell Line of Diverse Libraries Using Quantitative High-Throughput Screening; NIH 3T3 viability, CellTiter-Glo ATP luminescence, 48-72 h; actives 4.3% (n = 94,000); AID 1345082, 2018; Potency, µM (doses to about 96.7 µM), inactives show at the top dose activity change, negative = cytotoxicity, hits mostly inhibitors; further: potency means the concentration at half of the fitted maximal effect; nearly all actives have a fitted effect of over 55% in size
#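 First NIH 3T3 cells are plated at 400 cells/well; next compound is pinned in; then plates incubate 48 or 72 hr at 37 °C; finally CellTiter-Glo is added and luminescence read after 10 min.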
# HEK293 viab – GF-AFC viability counterscreen for inhibitors of alpha-synuclein gene (SNCA) expression; Potency, µM (top dose mostly 57.1 µM), for the others: at the top dose activity change, negative = cytotoxicity, actives largely listed as cytotoxic; HEK-293-SNCA-luc viability, GF-AFC fluorescence, 24 h; actives 0.12% (n = 150,000);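 further: potency means the concentration at half of the fitted maximal effect; 0% = DMSO-treated cells and -100% = medium-only wells without cells; nearly all actives have a fitted effect of over 30% in size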
#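 Cytotoxicity counterscreen: after 24 h compound treatment of genome-edited SNCA-luciferase HEK-293 cells, live-cell protease substrate GF-AFC read by fluorescence after 30 min; activity scaled between DMSO (0%) and medium-only (-100%), curves Hill-fitted.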
# FLuc inh – Firefly luciferase inhibition profiling of diverse chemical library using quantitative high-throughput screening; Luciferin 4-monooxygenase (Photinus pyralis), P08659; purified P. pyralis luciferase, luminescence, biochemical; Potency, µM (series often up to 115 µM), for inactives: at the highest dose activity change, negative = inhibition, most hits filed as inhibitors; actives 2.5% (n = 76,000); AID 1347043, 2019; further: potency means the concentration at half of the fitted maximal effect; nearly all actives have a fitted effect of over 65% in size
# Target sequence (P08659 whole entry, looked up): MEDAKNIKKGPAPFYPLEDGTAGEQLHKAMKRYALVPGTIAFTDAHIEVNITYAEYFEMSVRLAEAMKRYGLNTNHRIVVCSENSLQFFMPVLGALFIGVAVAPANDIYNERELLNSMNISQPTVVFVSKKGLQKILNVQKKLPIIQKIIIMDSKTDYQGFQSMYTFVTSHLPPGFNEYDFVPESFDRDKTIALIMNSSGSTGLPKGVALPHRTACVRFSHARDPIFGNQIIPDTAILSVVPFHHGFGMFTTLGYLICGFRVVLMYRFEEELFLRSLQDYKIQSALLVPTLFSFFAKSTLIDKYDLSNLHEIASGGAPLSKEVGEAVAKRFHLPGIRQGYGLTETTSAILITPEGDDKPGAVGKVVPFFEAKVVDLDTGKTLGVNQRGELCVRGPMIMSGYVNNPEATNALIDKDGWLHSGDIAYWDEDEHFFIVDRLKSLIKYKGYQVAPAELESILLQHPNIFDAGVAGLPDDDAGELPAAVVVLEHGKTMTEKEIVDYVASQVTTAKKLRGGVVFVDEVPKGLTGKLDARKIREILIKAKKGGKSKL
#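 Luminescence read by CCD imager after adding enzyme (10nM final) to wells holding compound, titrated in qHTS. Substrates 10uM each D-luciferin and ATP; buffer 50mM Tris acetate pH 7.5, 10mM Mg acetate, Tween-20, BSA.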
# HEK cytotox – Cytotoxic Profiling in HEK 293 Cell Line of Diverse Libraries Using Quantitative High-Throughput Screening. Potency, µM (doses to about 115 µM), for inactives: at the highest dose activity change, negative = cytotoxicity, hits mostly inhibitors. HEK 293 viability, ATP luminescence (CellTiter-Glo), 48-72 h. AID 1345083, 2018. actives 6.6% (n = 94,000); further: potency means the concentration at half of the fitted maximal effect; nearly all actives have a fitted effect of over 60% in size
#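 250 HEK 293 cells/well; compound by pintool; incubated 48 or 72 hr at 37 degree Celsius; CellTiter-Glo added, 10 min RT, luminescence imaged.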
# GPT2 inhibitor – Primary qHTS assay for inhibitors of Glutamate pyruvate transaminase 2 (GPT2); actives 0.25% (n = 100,000); Potency, µM (highest dose often 57.7 µM), for the others: at the highest dose activity change, negative = inhibition, usual class: inhibitors; Recombinant GPT2, coupled pyruvate oxidase/HRP Amplex Red fluorescence; further: potency means the concentration at half of the fitted maximal effect; nearly all actives have a fitted effect of over 60% in size; many of its hits are not listed in these tables
#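 GPT2 10ng/uL, a-KG 250uM, L-Ala 2mM, HEPES pH7.5 + 0.0001% Tween; 30 min RT. Then Amplex mix (PO/HRP/ThPP), 30 min RT dark, fluorescence. AOA 50uM used as positive control.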
# IP6K1 inhibitor – Primary qHTS assay for small molecule inhibitors of Inositol hexaphosphate kinase 1 (IP6K1); Inositol hexakisphosphate kinase 1 (Homo sapiens), Q92551; IP6K1 kinase, ADP-Glo luminescence, 2 h; active compounds read low; activity change, % (series mostly up to about 58 µM); actives 0.81% (n = 140,000); AID 1645851, 2021; in the data active means activity change below about -25%
# Target sequence (Q92551 whole entry, looked up): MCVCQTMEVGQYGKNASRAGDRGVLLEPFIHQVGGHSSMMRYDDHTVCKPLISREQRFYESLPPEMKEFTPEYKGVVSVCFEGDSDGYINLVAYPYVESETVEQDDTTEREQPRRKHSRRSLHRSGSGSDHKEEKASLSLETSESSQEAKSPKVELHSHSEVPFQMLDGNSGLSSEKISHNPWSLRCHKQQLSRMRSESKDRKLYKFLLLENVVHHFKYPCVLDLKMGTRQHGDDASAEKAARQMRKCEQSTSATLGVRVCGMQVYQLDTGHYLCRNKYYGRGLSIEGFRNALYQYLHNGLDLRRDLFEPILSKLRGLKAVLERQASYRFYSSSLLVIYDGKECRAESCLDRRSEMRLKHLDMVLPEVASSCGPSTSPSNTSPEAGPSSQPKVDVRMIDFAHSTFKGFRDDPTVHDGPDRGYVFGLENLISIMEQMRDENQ
#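 ADP-Glo luminescence measures ADP made by human IP6K1 during a 2 h RT reaction with ATP/IP6 (mix at 1.3 mM/130 uM); top library doses 57.5 and 19.1 uM final.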
# * marks the source's active call; other numbers are inactive results; i = inactive; ? = inconclusive; nt = no result given; [ ] = remark or other dose. Unless noted, the call rests on the fitted dose curve; in most records, active means well fitted curve in the direction sought with a large enough effect; inconclusive means small, poorly fitted or top-dose-only effect, or another doubt; inactive means no such curve, though single readings can be large; an effect the other way counts as inactive or inconclusive. Unless noted, on the % scale 0 is the no-effect control and ±100 the full control effect.
1: O=C(NCCc1ccccc1F)c1cc(Br)cn2ccnc12
2: O=C1CCN(C(=O)CC2CCCC2)CCCC(c2nc(-c3ccccc3)no2)CCN1 (configuration not stated)
3: CCc1ccc(CNC(=O)c2ccc3nc(C(C)C)oc3c2)cc1
4: O=C(Nc1ccc(Cl)nc1)c1cnn2ncccc12
5: COc1ccc(C(=O)N2CCc3nn(Cc4ccccc4)c(=O)n3CC2)cc1F
6: CC(C)NC(=O)C[C@@H]1C[C@H]2O[C@H](CNCc3cnccc3C(F)(F)F)[C@@H](O)[C@H]2O1
7: N=C1SC(=Cc2ccc(-c3ccc4c(c3)C(=O)NC4=O)o2)C(=O)N1c1ccc(Br)cc1
8: CCc1ccc(NC(=O)C(=O)NCC(c2cccnc2)N2CCN(C)CC2)cc1 (configuration not stated)
Assay by compound,1,2,3,4,5,6,7,8
SNCA expr inhib,164%[activator],3%,35%[activator],35%[activator][87.6 µM],20%,-2%[87.6 µM],-18%,7%
3T3 cytotox,?,?,nt,-13%[138 µM],-17%,2%[174 µM],nt,nt
HEK293 viab,-9%,-15%,-3%,8%[87.6 µM],-5%,-1%[87.6 µM],?,-5%
FLuc inh,16µM*,4%,nt,?,-3%,1%[172 µM],nt,nt
HEK cytotox,?,?,nt,-10%[172 µM],-6%,2%[172 µM],nt,nt
GPT2 inhibitor,5%,i,nt,-1%[88.5 µM],i,?,i,nt
IP6K1 inhibitor,-15,28,22,12,-10,15,nt,0

9: O=C(NCC1CC1)c1ccc2nccn2c1
10: COc1ccccc1-c1nn2c(=O)cc(CN3CCN(C(=O)/C=C/c4ccccc4)CC3)nc2s1
11: COCCOc1cc(C)c2c(c1C)C[C@H](C(C)C(=O)N1CCOCC1)CC2 (some centres not stated)
12: Cn1cc(CN(C(=O)C2CCC(=O)N(Cc3cccc(F)c3)C2)C2CC2)cn1 (configuration not stated)
13: Cc1ccc(C2=Nc3ccc(Cl)cc3OC2)cc1
14: COc1ccccc1CNC(=O)c1ccc2c(c1)N(Cc1ccc(C)cc1)CCS2
15: COc1ccc(CNC(=O)c2cc3c(s2)-c2c(C)cccc2OC3)cc1
16: CS(=O)(=O)N1CCc2cc(C(=O)N3CCN(c4ccccc4)CC3)ccc21
Assay by compound,9,10,11,12,13,14,15,16
SNCA expr inhib,37%[activator][87.6 µM],-6%,2%[87.6 µM],8%,10%,-7%,-10%,27%
3T3 cytotox,1%[174 µM],nt,-5%[174 µM],-6%,nt,nt,nt,nt
HEK293 viab,-9%[87.6 µM],?,-11%[87.6 µM],-8%,-10%,-4%,3%,3%
FLuc inh,nt,nt,-1%[172 µM],9%,nt,nt,nt,nt
HEK cytotox,i,nt,?,1%,nt,nt,nt,nt
GPT2 inhibitor,2%[88.5 µM],nt,-18%[88.5 µM],2%,?,nt,nt,nt
IP6K1 inhibitor,14,-17,-1,10,nt,-18,11,-23

# Single records, from the list above. Order of screens: SNCA expr inhib | 3T3 cytotox | HEK293 viab | FLuc inh | HEK cytotox | GPT2 inhibitor | IP6K1 inhibitor
# `CS(=O)(=O)N1CCc2cc(C(=O)N3CCN(c4ccccc4)CC3)ccc21` reads 27% | nt | 3% | nt | nt | nt | -23
# `COc1ccc(CNC(=O)c2cc3c(s2)-c2c(C)cccc2OC3)cc1` reads -10% | nt | 3% | nt | nt | nt | 11
# `COCCOc1cc(C)c2c(c1C)C[C@H](C(C)C(=O)N1CCOCC1)CC2` (some centres not stated) reads 2%[87.6 µM] | -5%[174 µM] | -11%[87.6 µM] | -1%[172 µM] | ? | -18%[88.5 µM] | -1

# Further results.
17: CN1CCCC2(C1)CN(C)c1ccc(C(=O)Nc3ccccc3)cc12 (configuration not stated)
18: COc1ccc(C(=O)N2CCN(C(=O)c3nc4cccnc4n(CCc4ccccc4)c3=O)CC2)cc1
19: COc1cccc(CNC(=O)C2(c3cccs3)CCOCC2)c1
20: CC(C)N(C(=O)c1ccccc1-c1cc(NC2CC2)nc(N)n1)C(C)C
21: CCCN1CC[C@H]2COC(=O)N2c2cc(F)ccc2C1
22: Cc1ccncc1C(=O)N1CCC2(CC1)CC(N1CCN(c3ccccn3)CC1)CCO2 (configuration not stated)
23: Cc1noc(C)c1[S+](=O)([O-])NC1CCN(Cc2ccc(-c3ccsc3)cc2)C1 (configuration not stated)
24: CCOC(=O)C1=C(C)NC(=O)NC1c1ccccc1 (configuration not stated)
Assay by compound,17,18,19,20,21,22,23,24
SNCA expr inhib,34%[activator][87.6 µM],-20%,20%,-23%,-8%[87.6 µM],16%,-26%,-10%
3T3 cytotox,?,-9%,nt,-19%,-9%[230 µM],-15%,?,i
HEK293 viab,2%[87.6 µM],3%,?,2%,7%[87.6 µM],6%,-4%,-3%
FLuc inh,-5%[172 µM],nt,nt,11%,-3%[230 µM],-10%,nt,8%
HEK cytotox,?,?,nt,?,-2%[230 µM],-20%,40µM*,-2%
GPT2 inhibitor,-8%[88.5 µM],-1%,nt,1%,-8%[88.5 µM],0%,i,i
IP6K1 inhibitor,5,8,-16,-3,4,-7,-3,-15

25: O=C(NCc1c[nH]c2ncccc12)c1ccc(Cl)cc1
26: O=C(O)CCC(=O)N1Cc2ccccc2CC2(CCCN(Cc3cccnc3)C2)C1 (configuration not stated)
27: CCN1CC2(CCN(Cc3nc(COC)no3)CC2)CC(c2ccccc2)C1=O (configuration not stated)
28: O=C(CSc1nnc(CNC(=O)c2c(F)cccc2Cl)o1)Nc1ccccc1F
29: O=C1NC2(CCN(Cc3ccsc3)C2)COc2ccccc21 (configuration not stated)
30: COCCCNC(=O)CCCn1c(=O)c2ccccc2n(CC(=O)Nc2ccc(C)cc2Cl)c1=O
31: CNC(=O)[C@@H]1CN(C(=O)c2ccc(C(C)C)cc2)C[C@H]1CO
32: Cc1ccc(-n2nc3c(N4CCC(C(=O)NC5CCC(C)CC5)CC4)nnc(C)c3c2C)cc1 (configuration not stated)
Assay by compound,25,26,27,28,29,30,31,32
SNCA expr inhib,?,-18%,-5%,-3%,34%[activator][87.6 µM],-4%,11%,13%
3T3 cytotox,-26%[138 µM],-13%,-11%,nt,40µM*,nt,-18%,nt
HEK293 viab,-1%[87.6 µM],-3%,-4%,-1%,-4%[87.6 µM],-23%,17%,-3%
FLuc inh,-1%[172 µM],nt,13%,nt,2%[172 µM],nt,-4%,nt
HEK cytotox,?,-17%,-12%,nt,?,nt,-7%,nt
GPT2 inhibitor,i,i,i,nt,4%[88.5 µM],nt,i,nt
IP6K1 inhibitor,3,17,5,-4,23,30,22,8

33: Cc1nc(C)c(C)c(N2CCC(Oc3ccc4ccccc4c3)(C(=O)O)CC2)n1
34: COc1ccc(CNC(=O)c2ccc(-c3nc(CSc4ccccc4)c(C)o3)cc2)cc1
35: CN1CCC(C(=O)N2Cc3ccccc3CC3(CCCN(CC4CCOCC4)C3)C2)CC1 (configuration not stated)
36: Cc1cccc(C(=O)Nc2ccccc2OCc2cc(=O)n3c(C)csc3n2)c1
37: Cc1cccc(C(=O)Nc2nnc(S(=O)(=O)N(C)Cc3ccc(Cl)cc3)s2)c1
38: CCc1nc(-c2c3n(c(=O)n(Cc4ccc(F)c(F)c4)c2=O)CCCCC3)no1
39: Cc1ccc(Cl)cc1-n1ncc2c(N3CCCCCC3)ncnc21
40: O=C(NCc1ccc(F)cc1)NC1CCc2nn(CC3CC3)c(=O)n2CC1 (configuration not stated)
Assay by compound,33,34,35,36,37,38,39,40
SNCA expr inhib,-15%,0%,2%,10%,-13%,-23%,-15%,14%
3T3 cytotox,0%,nt,-16%,nt,nt,?,nt,-30%
HEK293 viab,-7%,-3%,-10%,-11%,1%,-8%,-19%,14%
FLuc inh,8%,nt,nt,nt,nt,11%,nt,nt
HEK cytotox,-2%,nt,-11%,nt,nt,-29%,nt,3%
GPT2 inhibitor,0%,nt,i,nt,nt,i,nt,-14%
IP6K1 inhibitor,-13,-12,5,5,-16,49,12,16

41: C[C@@H](NC(=O)c1ccccn1)c1c(-c2ccc(F)cc2)noc1C(=O)O
42: O=C(Nc1cccc(Cl)c1)c1cc(-c2ccccc2)on1
43: Cc1cc(CN2C[C@@H](COCC3CC3)[C@H](c3ccccn3)C2)n(C)n1
44: CCOC(=O)COc1ccc(C)cc1C(=O)c1ccn2nc(-c3ccc(Cl)cc3)cc2n1
45: Cc1ccc(Nc2ccnc(N3CCCC3C(=O)N3CCC(c4ccccc4)CC3)n2)cc1 (configuration not stated)
46: O=C1NC2(CCN(C(=O)c3cccnc3)C2)OCc2ccccc21 (configuration not stated)
47: CN(Cc1ccccc1CN1CCCC1)C(=O)C1CC2(CCNCC2)CN1C (configuration not stated)
48: COc1ccc(-c2cccc(C(=O)N3CCC(NC(=O)c4ccccc4)CC3)c2)nn1
Assay by compound,41,42,43,44,45,46,47,48
SNCA expr inhib,10%[87.6 µM],-21%,20%,35%,?,-7%[87.6 µM],-9%,nt
3T3 cytotox,0%[138 µM],nt,-4%,nt,32µM*,-9%[138 µM],-8%,-27%
HEK293 viab,9%[87.6 µM],6%,-9%,-3%,0%[12.5 µM],0%[87.6 µM],-12%,nt
FLuc inh,-4%[172 µM],nt,0%,nt,nt,-6%[172 µM],1%,nt
HEK cytotox,i,nt,i,nt,32µM*,1%[172 µM],-11%,?
GPT2 inhibitor,5%[88.5 µM],nt,i,nt,i,1%[88.5 µM],-10%,nt
IP6K1 inhibitor,15,-6,5,-21,7,25,5,-2

49: COc1ccc(-c2nnc(SCC(=O)Nc3cccc(F)c3)s2)cc1
50: O=C(Nc1nnc2n1CCS2)c1ccc(F)cc1F
51: CC(C)NC(=O)C1CCCN(Cc2cccc(-c3ccsc3)c2)C1 (configuration not stated)
52: Cc1nnnn1-c1ccc(NS(=O)(=O)NCc2ccccc2)cc1
53: Cn1cccc1CN1CCCC2(C1)C(=NC1CCCC1)NC(=O)N2c1cc(F)cc(F)c1 (configuration not stated)
54: Cc1ccc(N2CCN(C(=O)Cc3c(C(=O)O)c(C)cn3C)CC2)c(C)c1
Assay by compound,49,50,51,52,53,54
SNCA expr inhib,59%[activator],75%[activator],nt,?,-22%,-27%
3T3 cytotox,nt,nt,?,-7%,?,nt
HEK293 viab,-10%,2%,nt,2%,-15%,5%
FLuc inh,nt,nt,nt,10%,nt,nt
HEK cytotox,nt,nt,45µM*,-6%,?,nt
GPT2 inhibitor,nt,nt,nt,-4%,?,nt
IP6K1 inhibitor,2,-1,-10,25,-15,4

# Screening data (PubChem BioAssay)
